Assay outcomes: PubChem BioAssay, National Center for Advancing Translational Sciences (NCATS)
Lipid storage S3 = qHTS Assay for Lipid Storage Modulators in Drosophila S3 Cells; Drosophila S3 cells, BODIPY lipid droplet fluorescence, 18-24 h; cells fed with added oleic acid; lipid storage change, negative = inhibition, % at the top dose, mostly 46.1 µM; hits show Potency in µM; 0.64% of 320,000 active; AID 2685; active means well fitted inhibition curve with a large enough effect in the signal ratio, with a control signal flat, not every such curve was filed as active; inconclusive means small, poorly fitted or top-dose-only effect, or effect the other way, or a change in a side signal; the % refers to the signal ratio
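Laser-scanning cytometry quantifies lipid droplet accumulation (500–530 nm total intensity; droplet/cell object ratio) in oleic acid-fed (400 uM added) Drosophila S3 cells treated with a concentration series. 20 uM Triacsin C defined 100% inhibition.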
Lipid storage S3 cell count max = further read-out of Lipid storage S3, marked with its call; cell number change, %; measured here: cell count max response;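 cells counted by Cell Tracker Red CMTPX staining in the red channel; peak over a dose series mostly up to 46.1 µM; percent activity relative to internal control wells on each plate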
Starred values were filed as active, the others as inactive; i = inactive; u = inconclusive; x = not tested or not shown. On the % scale 0 is the no-effect control and ±100 the full control effect; potency means the concentration at half of the fitted maximal effect.

SMILES,Lipid storage S3,Lipid storage S3 cell count max
COC(=O)COc1ccc(S(=O)(=O)NCC2CCCO2)cc1Cl (stereo not given),i,x
CN(C)S(=O)(=O)c1ccc(C(=O)NCc2nc3ccccc3s2)cc1,u,x
NC(=O)c1ccc(C2SCC(=O)N2Cc2ccccc2)cc1 (stereo not given),u,x
CC(C)CC(=O)NC(NCC1CCCO1)C(Cl)(Cl)Cl (stereo not given),u,x
C/C(=N\Nc1ccc(C(F)(F)F)cn1)c1ccc(S(=O)(=O)NCc2ccco2)cc1,-7%,13
c1ccc2[nH]c(CCCCc3nc4ccccc4[nH]3)nc2c1,u,x
O=C(N/N=C/C1CCCCC1)c1cc(Cl)ccc1O,u,x
COc1ccc(CC2(CO)CCN(CC3=CC[C@H]4C[C@@H]3C4(C)C)CC2)cc1,26%,1
Cc1cc2oc(=O)sc2cc1NS(=O)(=O)c1cccc2cccnc12,u,x
COc1ccc(C(=O)Nc2nc(-c3cccs3)cs2)cc1,u,x
C/C(CC(=O)Nc1ccc(Cl)cn1)=N\NC(=O)Cc1cccs1,u,x
Cc1ccc(C)c(N(C(=O)CCC(=O)Nc2cc(C)on2)C(C(=O)NC2CCCC2)c2ccco2)c1 (stereo not given),u,x
CC1CC(C)CN(S(=O)(=O)c2ccc(NC(=S)NC(=O)c3ccccc3)cc2)C1 (stereo not given),u,x
COc1ccc(CNC(=O)C2CCN(S(=O)(=O)c3c(C)n[nH]c3C)CC2)cc1,-3%,-17
COCCNC(=O)/C(C#N)=C/c1c(N2CCCCCC2)nc2c(C)cccn2c1=O,-1%,18
CCC(=O)NC(NC(=S)Nc1ccccc1Br)C(Cl)(Cl)Cl (stereo not given),u,x
COCCn1c(-c2ccc(OC)cc2)c(-c2ccc(OC)cc2)oc1=O,22%,9
CS(=O)(=O)c1ccc2nc(NC(=O)Nc3ccc(Cl)cc3)sc2c1,u,x
COc1ccc(-c2cc(C(F)F)n3ncc(C(=O)Nc4c(C)n(C)n(-c5ccccc5)c4=O)c3n2)cc1,u,x
COc1cccc(NC(=O)Cn2cnc3sc(C)c(S(=O)(=O)N4CCCCC4)c3c2=O)c1,u,x
COC(=O)C1=C(N)Oc2cc(C)n(CC3CCCO3)c(=O)c2C1c1ccc(Cl)cc1 (stereo not given),u,x
CCCn1c(SCc2nc3ccccc3s2)n[nH]c1=O,u,x
C=CCN(CC=C)c1nc2ccccc2nc1C(C#N)C(=O)OCCOC (stereo not given),u,x
O=C(Nc1c(C(=O)N2CCOCC2)cnn1-c1ccccc1Cl)c1ccco1,u,x
CCCc1cc(=O)oc2cc(OCC(=O)NCc3cccs3)ccc12,26%,11
CC1(c2ccc(Cl)cc2)NC(=O)N(CC(=O)Nc2ccc(F)cc2)C1=O (stereo not given),u,x
COc1cccc2cc(C(=O)N3CCC(C)CC3)c(=O)oc12,u,x
CCN1CCN(CC(=O)c2ccc(C)cc2)CC1,-16%,9
C/C(=N\NC(=O)c1ccco1)c1cc2ccccc2o1,u,x
CC1CC(C)CN(CCCNS(=O)(=O)c2ccc3c(c2)CCN3C(=O)C2CC2)C1 (stereo not given),u,x

(further entries)
SMILES,Lipid storage S3,Lipid storage S3 cell count max
Cc1cc(C)n2nc(CC(=O)NNC(=O)c3ccccc3Cl)nc2n1,i,12
COc1ccc(/C(C)=N/NC(=O)Cc2ccc(Cl)cc2)cc1,i,4
CCC(C)(C)n1nnnc1C(c1ccccc1)N1CCc2ccccc2C1 (stereo not given),u,x
CCCn1nc(C(=O)NCC2COc3ccccc3O2)c2ccccc2c1=O (stereo not given),u,x
COc1ccc(/C=C(/NC(=O)c2ccc(Br)cc2)C(=O)N2CCOCC2)cc1,i,7
CC1=[N+](C)c2c(ccc3cccnc23)C1(C)C,u,x
COC(=O)c1ccc(-c2noc(CN(Cc3nccn3C)C(C)C)n2)cc1,14%,-6
CCCOc1ccc(CSc2nnc(CCC)n2N)cc1,u,x
Cc1c(Cl)cccc1Nc1ncccc1C(=O)O,1%,-26
C=CCn1c(CSc2nc3ccccc3s2)nnc1SCC(=O)OCC,u,x
Cc1ccc(Nc2nc(N)c([N+](=O)[O-])c(NCCO)n2)cc1,1%,-1
O=C(CNS(=O)(=O)c1ccc(Cl)cc1)NC1CCCCC1,u,x
O=C(O)c1ccc(CN2C(=O)c3cccc4c([N+](=O)[O-])ccc(c34)C2=O)cc1,u,x
O=S(=O)(c1ccccc1)c1nc(-c2ccc(Cl)cc2)oc1NCCCN1CCOCC1,u,x
COc1cccc(CNS(=O)(=O)c2cc3c4c(c2)CCC(=O)N4CCC3)c1,i,18
N#C/C(=C(/O)COC(=O)c1ccc(O)cc1)c1nc2ccccc2[nH]1,u,x
CN(C)S(=O)(=O)c1ccc(C(=O)Nc2ccn(C)n2)cc1,i,6
O=C(CN1CCCCCC1=O)OCc1ncc(-c2ccccc2)o1,22%,-22
CCN(CC)S(=O)(=O)c1ccc(C(=O)Nc2c3c(nn2C(C)(C)C)CS(=O)(=O)C3)cc1,u,x
O=C1CC(NNc2nc3ccccc3s2)C(=O)N1c1ccc(F)cc1 (stereo not given),-5%,1
Fc1ccc(OCc2nc3ccccc3s2)cc1,u,x
CC(=O)NCC(=O)N1CCC(n2nccc2NC(=O)CCCc2ccccc2)CC1,14%,6
CCOC(=O)c1c(C)[nH]c(C(=O)COC(=O)c2oc3ccc(OC)cc3c2C)c1C,7%,-7
N#Cc1cccc(C(=O)OCC(=O)N2CCCc3ccccc32)c1,u,x
Cc1ccc(S(=O)(=O)NCCNC(=O)c2nonc2N)cc1,u,x
CC(=O)Oc1ccc(-c2cccc(C(=O)Oc3ccccc3)c2)cc1,i,6
CC(=O)N1C(=O)C2(C(C#N)=C(N)Oc3cc(C)oc(=O)c32)c2ccccc21 (stereo not given),i,x
COc1ccc2c(c1)c(C(=O)CN1CCOCC1)c(C)n2C,u,x
Cc1cc(=O)oc(C)c1C(=O)OCC(=O)c1ccc2ccccc2c1,u,x
COc1ccc(NC(=O)c2ccc(S(=O)(=O)N3CC(C)CC(C)C3)cc2)cc1S(N)(=O)=O (stereo not given),4%,-2

Another view of part of the listing above.
> O=C(N/N=C/C1CCCCC1)c1cc(Cl)ccc1O
  Lipid storage S3 = u	Lipid storage S3 cell count max = x
> COC(=O)c1ccc(-c2noc(CN(Cc3nccn3C)C(C)C)n2)cc1
  Lipid storage S3 = 14%	Lipid storage S3 cell count max = -6
> CCCn1c(SCc2nc3ccccc3s2)n[nH]c1=O
  Lipid storage S3 = u	Lipid storage S3 cell count max = x
> COc1cccc2cc(C(=O)N3CCC(C)CC3)c(=O)oc12
  Lipid storage S3 = u	Lipid storage S3 cell count max = x

Further results follow.
SMILES,Lipid storage S3,Lipid storage S3 cell count max
COc1ccc(N=C2C(=Nc3ccc(OC)cc3)N(c3ccc(OC)cc3)C(=S)N2C)cc1,u,x
CCN(CC)CCNc1nc2nonc2nc1NCCN(CC)CC,-27%,-11
O=C(Nc1ccc2c(c1)OCO2)c1ccc(Br)o1,u,x
Cc1ccc(Cn2nnc(C(=O)Nc3cc(C)ccc3C)c2N)cc1,9%,3
Cn1cc(Br)c(C(=O)NC(=S)N2CCN(c3ccccn3)CC2)n1,u,x
CCOc1ccccc1NC(=O)CCNC(=O)c1ccco1,i,-6
CC(Cl)c1cc(-c2ncc(C(F)(F)F)cc2Cl)no1 (stereo not given),8%,13
CCOc1ncccc1C(=O)Nc1ccc2c(c1)OCCCO2,u,x
C=CCn1c(N)cc(=O)nc1SCC(=O)NC(C)c1ccccc1 (stereo not given),u,x
CCOCCc1nnc(NC(=O)CCS(=O)(=O)c2ccccc2)s1,i,-12
COC(=O)CSc1nnc2n(-c3ccc(OC)cc3)c(=O)c3c4c(sc3n12)CCCCC4,0%,-10
CCOc1cc(/C=C2\N=C3CCCCCN3C2=O)ccc1O,i,x
COc1cccc(CN(C)C(=O)c2cc(COc3ccc4ncccc4c3)on2)c1,u,x
COc1ccc(OC)c(C2C(C(C)=O)=C(O)C(=O)N2CCc2ccc(OC)c(OC)c2)c1 (stereo not given),7%,5
COc1cc(NC(=O)CSc2nnc3c(C)cc4cc(C)cc(C)c4n23)c(C(=O)O)cc1OC,u,x
O=C(CCNC(=O)c1ccccc1)OCC(=O)c1ccccc1,28%,x
CC1CCCN(C(=O)COC(=O)c2cc(-c3cccs3)nn2-c2ccccc2)C1 (stereo not given),u,x
CC(=O)N[C@H]1[C@H](OC2CCCCC2)O[C@H](COC(C)=O)[C@@H](OC(C)=O)[C@@H]1OC(C)=O,-7%,-4
COc1cc2nc(C3CCC3)n(N)c(=O)c2cc1OC,8%,12
COc1cccc(OC)c1OCCCOc1ccc([N+](=O)[O-])cc1Cl,2%,11
COc1cc(C(=O)OCC(=O)NC(C)CCc2ccccc2)cc(OC)c1OC (stereo not given),24%,-26
CCOC(=O)CN1C(=O)/C(=C/c2ccccc2Br)Oc2ccccc21,u,x
Cn1c(=O)[nH]c(Nc2ccc(F)cc2)c([N+](=O)[O-])c1=O,u,x
CCN(CC)C(=O)C(C)N(C#N)c1nc(SC)nc(N(C)C)n1 (stereo not given),u,x
CCN(CC)C(=O)OCc1c(-c2cccc(OC)c2)ncc2ccccc12,-5%,-5
O=C(COC(=O)c1ccc(S(=O)(=O)NCc2ccco2)cc1)Nc1ccccc1,u,x
COc1ccc(N(C)C(=O)Nc2ccc3c(c2)nnn3C)cc1,12%,2
Cc1ccc(-c2nc(C#N)c(NCC3CCCO3)o2)cc1 (stereo not given),1%,-20
COc1cc(NC(=O)CN(C)Cc2ccc(OC(F)F)cc2)c(C)cc1[N+](=O)[O-],8%,12
COC(=O)c1cc(CSC(=N)N)ccc1OCCC(C)C,5%,4

Next part
SMILES,Lipid storage S3,Lipid storage S3 cell count max
COc1ccccc1/C=C/C(=O)N1CCN(S(=O)(=O)c2cc(C)ccc2C)CC1,u,x
Cc1cc(-c2nc(C)c(-c3nnc(SCC(=O)Nc4ccccc4)n3C)s2)no1,-23%,-13
O=C(COC(=O)CN1C(=O)COc2ccccc21)NCc1ccc(F)cc1,9%,-11
Cc1ccc(C(=O)CNc2ccc(C)c(Cl)c2)cc1,4%,7
CCOc1ccc(CNC(=O)CCC(=O)N2Cc3ccccc3Oc3ncccc32)cc1,i,10
CN(C)CCNC(=O)C(=O)NCC1CCCN1S(=O)(=O)c1cccs1 (stereo not given),9%,-9
O=C(O)CSC(=S)N1CCCCC1,u,x
Cc1cc(C)cc(OCC(=O)OCC(=O)NC2CCCCCCC2)c1,i,-4
CCc1ccc(/C=N/n2c(C)cc(C)c(C#N)c2=O)cc1,6%,x
O=C(O)/C=C\C(=O)Nc1ccccc1N1CCN(c2ccccc2)CC1,u,x
O=C(c1ccc2c(=O)n3c(nc2c1)CCCCC3)N1CCN(c2ccc([N+](=O)[O-])cc2)CC1,u,x
COc1ccc(NC(=O)CSc2nnc(Cc3cccn3C)n2-c2ccc(F)cc2)cc1OC,i,x
O=C(O)C1C2CCC(C2)C1C(=O)Nc1cc(F)ccc1F (stereo not given),-12%,6
COc1ccc(OCc2cc(C(=O)N3CCC(c4ccccc4)CC3)no2)c(Cl)c1,u,x
CCc1ccc2nc(SCC(=O)Nc3nnc(C)s3)c(C)cc2c1,u,x
CCOc1ccc(N2C(=O)NC(Cc3c[nH]c4ccccc34)C2=O)cc1 (stereo not given),i,x
COC(=O)CCCCCCCC(=O)Nc1nnc(C(F)(F)F)s1,u,x
Cc1cc(C)n2c3c(c(C#N)c2n1)CCCC3,16%,5
O=[N+]([O-])c1ccc(/C=N/Nc2nc(N3CCCC3)nc(N3CCCC3)n2)o1,u,x
CCc1ccc(N(C(=O)c2snc(C(N)=O)c2N)C(C(=O)NCC2CCCO2)c2cccs2)cc1 (stereo not given),u,x
Cc1cccc(NS(=O)(=O)c2nnc(NC(=O)C3CCCCC3)s2)c1,u,x
CCNc1nnc(CSc2nc3ccccc3s2)s1,-10%,-14
O=C(Nc1ccccc1Br)c1ccccc1-c1ccccc1,29%,3
COc1ccc(CNC(=O)c2ccccc2NS(C)(=O)=O)cc1,u,x
O=Cc1ccccc1OCCCOc1cccc2cccnc12,3%,-20
COc1ccccc1NC(=S)N1CCn2cccc2C1c1cccnc1 (stereo not given),-2%,-1
CC(=O)c1ccccc1NC(=O)COC(=O)CN1C(=O)C2CCCCC2C1=O (stereo not given),u,x
CN(C(=O)COC(=O)Cc1c[nH]c2ccccc12)c1c(N)n(Cc2ccccc2)c(=O)[nH]c1=O,u,x
Cc1nc2scc(C)n2c(=O)c1S(=O)(=O)NCc1ccccc1,u,x

Taken from above:
Cc1cc(C)n2c3c(c(C#N)c2n1)CCCC3 in Lipid storage S3 is entered as 16%
CCOc1ccc(CNC(=O)CCC(=O)N2Cc3ccccc3Oc3ncccc32)cc1 in Lipid storage S3 cell count max is entered as 10

This is a subset, so the mix of outcomes need not match the whole.
